FEN1 inh – human FEN1 inhibition | P39748 | 390,000 tested, 0.35% active | Potency, µM (series often up to 114 µM), for the others: at the top dose activity change, negative = inhibition, usual class: inhibitors | Recombinant FEN1 flap cleavage, fluorescence, 15 min; note: nearly all actives have a fitted effect of over 65% in size
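Reaction started by adding substrate (50 nM final) to 10 nM enzyme after 15 min room-temperature compound preincubation. Reads at 0 and 15 min, with data normalized and fitted to a four-parameter Hill equation.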
TDP1 cell CPT – DT40-hTDP1 cell growth loss with CPT; 420,000 tested, 12% active; chicken DT40 Tdp1-/-;hTDP1 cells + 20 nM CPT, ATP luminescence, 48 h; Potency, µM (top dose mostly 46.2 µM), for inactives: at the highest dose activity change, negative = growth inhibition, hits mostly inhibitors; AID 686979; note: nearly all actives have a fitted effect of over 55% in size
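Chicken DT40 Tdp1-/- cells stably complemented with human TDP1 were seeded at 400 cells/well in medium containing 20 nM camptothecin, exposed to pin-transferred compounds, and grown at 37 °C for at least 48 hr. Viability was read as ATP luminescence.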
KAT2A inh – inhibitors of human GCN5L2 histone acetyltransferase; AID 504327; GCN5L2 HAT assay, ThioGlo1 CoA-SH fluorescence; 390,000 tested, 0.21% active; Q92830; Potency, µM (top dose mostly 58.9 µM), for inactives: at the top dose activity change, negative = inhibition, hits mostly inhibitors
Target sequence (Q92830 whole entry, looked up): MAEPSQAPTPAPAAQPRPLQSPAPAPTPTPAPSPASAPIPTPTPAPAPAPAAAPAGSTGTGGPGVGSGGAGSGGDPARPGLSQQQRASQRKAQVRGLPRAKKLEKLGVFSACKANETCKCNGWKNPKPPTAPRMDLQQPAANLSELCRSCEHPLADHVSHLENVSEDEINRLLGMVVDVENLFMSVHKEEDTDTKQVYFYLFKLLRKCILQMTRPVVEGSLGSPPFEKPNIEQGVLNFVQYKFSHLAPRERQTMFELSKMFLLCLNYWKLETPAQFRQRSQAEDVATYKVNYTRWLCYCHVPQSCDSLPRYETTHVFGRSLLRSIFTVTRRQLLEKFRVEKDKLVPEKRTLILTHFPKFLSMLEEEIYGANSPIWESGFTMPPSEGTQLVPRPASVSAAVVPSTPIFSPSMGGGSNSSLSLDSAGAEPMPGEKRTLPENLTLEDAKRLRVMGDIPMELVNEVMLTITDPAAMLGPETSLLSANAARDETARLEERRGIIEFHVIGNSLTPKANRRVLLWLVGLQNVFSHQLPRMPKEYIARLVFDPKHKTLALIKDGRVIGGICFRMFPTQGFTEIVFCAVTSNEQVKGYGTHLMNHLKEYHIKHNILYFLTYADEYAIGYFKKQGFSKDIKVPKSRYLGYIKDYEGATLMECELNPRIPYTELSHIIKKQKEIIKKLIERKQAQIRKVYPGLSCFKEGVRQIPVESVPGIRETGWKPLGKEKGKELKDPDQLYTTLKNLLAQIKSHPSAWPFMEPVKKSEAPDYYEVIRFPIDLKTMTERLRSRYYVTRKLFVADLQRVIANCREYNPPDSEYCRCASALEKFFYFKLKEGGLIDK
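GCN5L2 (20 nM) in 50mM HEPES pH 7.5, 0.1mM EDTA, 0.01% Tween-20 preincubated 15 min with compounds at room temperature. Reaction started with H3(1-25) 75uM, acetyl-CoA 70uM, ThioGlo1 50uM; CoA-thiol fluorescence (Ex340/Em540) read at 0 and 20 min.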
Starred values were filed as active, the others as inactive; ? = inconclusive; · = not tested or not shown; & = joins results of further samples. Calls come from the whole dose curve; as a rule, active = well fitted curve in the direction sought with a large enough effect; inconclusive = small, poorly fitted or top-dose-only effect, or another doubt; inactive = no such curve, though single readings can be large; an effect the other way counts as inactive or inconclusive. % is set by controls: 0 for no effect and ±100 for the full control effect; potency is the fitted concentration of half-maximal effect. A portion of the library; the hit share may differ from the screen's.

1	Cc1cccc(OC(=O)C2C(c3ccccc3)C(C(=O)O)C2c2ccccc2)c1 (configuration not stated)
2	CCC(C(=O)NC1CCCC1)N(C(=O)Cn1nnc(-c2ccc(C)o2)n1)c1ccc(OC)c(OC)c1 (configuration not stated)
3	Cc1c(NC(=O)C23CC4CC(CC(C)(C4)C2)C3)c(=O)n(-c2ccccc2)n1C
4	Clc1ccc(CNc2nnnn2-c2ccccc2)c(Cl)c1
5	COc1ccc(Cl)cc1S(=O)(=O)N1CCCC1=O
6	O=C(Nc1ncc(Cc2ccc(Cl)cc2Cl)s1)c1ccc([N+](=O)[O-])cc1
Screen / compound no. | 1 | 2 | 3 | 4 | 5 | 6
KAT2A inh | -14% | -1% | 20µM* | -2% | -16% | 2%
TDP1 cell CPT | -3% | 5% | 1% | ? | ? | 18µM*
FEN1 inh | -4% | -3% | -8% | -7% | 6% | 4%

7	Cc1cc(S(=O)(=O)NCCN(C)C)c(C)s1
8	COc1ccc(/C=N\NC(=O)c2cc(O)c(O)c(O)c2)cc1COc1ccc(C(=O)OCC(C)C)cc1
9	COCCCNc1nc2cc(OC)c(OC)cc2c2nc(-c3ccccc3)nn12
10	S=C(Nc1ccc(Cl)cc1Cl)N1CCN(c2ccccn2)CC1
11	COC(=O)CSc1nnc(-c2cccnc2)n1C
12	Cc1nn(Cc2cccc(F)c2)c(C)c1NC(=O)c1c(Cl)cnn1C
Screen / compound no. | 7 | 8 | 9 | 10 | 11 | 12
KAT2A inh | -18% | -28% | 0%&-3% | 5% | -8% | 1%
TDP1 cell CPT | -2% | ? | 15µM* | -13% | -5% | -28%
FEN1 inh | -14% | ? | 0%&-24% | 25% | -2% | -6%

13	CC(C)CNC(=O)COC(=O)c1cc(S(=O)(=O)N2CCCCC2)ccc1N1CCOCC1
14	CC(C)(C)NCC(O)COc1ccc(NC(=O)NC2CCCCC2)cc1 (configuration not stated)
15	Nc1nc(-c2ccc(Br)cc2)cs1
16	COc1ccc(NC(=O)CSc2nnnn2C)cc1S(=O)(=O)N1CCCCC1
17	CCOC(=O)C(NC(=O)CC)(Nc1ccccc1OC)C(F)(F)F (configuration not stated)
18	COc1ccc(NCc2n[nH]nc2-c2ccccc2)cc1Cl
Screen / compound no. | 13 | 14 | 15 | 16 | 17 | 18
KAT2A inh | -8% | 3% | -11% | -2% | -3% | -9%
TDP1 cell CPT | -8% | ? | -10% | 5% | -24% | ?
FEN1 inh | -1% | · | -9% | -2% | 12% | 9%

19	CCOc1c(Cl)cnn(-c2ccc(C)cc2)c1=O
20	CCCCc1c(C)nc2ccc(OC)cc2c1SCCC(=O)O
21	COc1ccc(NC(=O)c2cc(S(=O)(=O)N3CCCCC3)c[nH]2)cc1Cl
22	COc1ccc(OC)c(C2=NS(=O)(=O)N(C)C(C(=O)NCc3cccs3)=C2)c1
23	O=C(CN1C(=O)S/C(=C\C=C\c2ccccc2)C1=O)N1CCOCC1
24	CNC(=O)N(O)C1N(c2ccccc2)C(=S)SC1(C)C (configuration not stated)
Screen / compound no. | 19 | 20 | 21 | 22 | 23 | 24
KAT2A inh | -10% | -10% | -5%&-6% | -5% | -3% | -1%
TDP1 cell CPT | -23% | 5% | -18%&-14% | ? | -5% | 5%
FEN1 inh | 11% | -1% | 7%&-11% | -16% | 8% | 0%

25	NC(=O)COC(=O)c1cc(=O)[nH]c2ccc(S(=O)(=O)Nc3ccc(F)cc3)cc12
26	O=C(CN1CCN(c2ccccc2O)CC1)Nc1cc(S(=O)(=O)N2CCCC2)ccc1Cl
27	CC(C)(C)c1cc(OC(=O)C2CCCC2)ccc1O
28	O=C(c1cc(-c2ccccc2O)on1)N1CCOCC1
29	CCOC(=O)C1CCCN(C(=O)Cn2ncc3c4ccccc4n(Cc4ccc(F)cc4)c3c2=O)C1 (configuration not stated)
30	COCCNC(=O)C1Nc2ccc(C(F)(F)F)cc2C2C=CCC12 (configuration not stated)
Screen / compound no. | 25 | 26 | 27 | 28 | 29 | 30
KAT2A inh | -6% | -11% | ? | -6% | -8% | ·
TDP1 cell CPT | 2% | 16µM* | 5.2µM* | 0% | 23µM* | -32%
FEN1 inh | -2% | -18% | -21% | -1% | -2% | -1%

31	COc1ccc(CONc2ncnc3nonc23)cc1[N+](=O)[O-]
32	CC1CC2(CCCCC2)Nc2c1ccc1ccccc21 (configuration not stated)
33	COC(C[C@@H]1O[C@@H]1[C@@H](O)[C@@H](C)OCc1ccccc1)OC
34	S=c1[nH]nc2n1CCCN2
35	COCCn1c(SCC(=O)Nc2ncc(Cl)c(C)c2Cl)nc2ccccc21
36	CCOc1ccc(C(=O)NCC(=O)OCC(=O)Nc2ccc(C)c(S(=O)(=O)N(C)C)c2)cc1
Screen / compound no. | 31 | 32 | 33 | 34 | 35 | 36
KAT2A inh | -6% | -4% | -9% | 2% | -6% | -7%
TDP1 cell CPT | ? | ? | -5% | 11% | -26% | -13%
FEN1 inh | -7% | -1% | 6% | 6% | 12% | -13%

3 compounds drawn at random from the list so far, as already listed:
36	CCOc1ccc(C(=O)NCC(=O)OCC(=O)Nc2ccc(C)c(S(=O)(=O)N(C)C)c2)cc1
35	COCCn1c(SCC(=O)Nc2ncc(Cl)c(C)c2Cl)nc2ccccc21
32	CC1CC2(CCCCC2)Nc2c1ccc1ccccc21 (configuration not stated)
Screen / compound no. | 36 | 35 | 32
KAT2A inh | -7% | -6% | -4%
TDP1 cell CPT | -13% | -26% | ?
FEN1 inh | -13% | 12% | -1%

Laid out differently: results already given.
31	COc1ccc(CONc2ncnc3nonc23)cc1[N+](=O)[O-]
  KAT2A inh: -6% | TDP1 cell CPT: ? | FEN1 inh: -7%

32	CC1CC2(CCCCC2)Nc2c1ccc1ccccc21 (configuration not stated)
  KAT2A inh: -4% | TDP1 cell CPT: ? | FEN1 inh: -1%

33	COC(C[C@@H]1O[C@@H]1[C@@H](O)[C@@H](C)OCc1ccccc1)OC
  KAT2A inh: -9% | TDP1 cell CPT: -5% | FEN1 inh: 6%

The listing continues:
37	COc1cccc(NC(=O)CCC(=O)Nc2cccc(OC)c2)c1
38	COc1ccc2[nH]c(O)c(N=NC(=N)N)c2c1
39	CCc1c(C)sc(NC(=O)c2ccc(Br)o2)c1C(=O)OC
40	O=C(COc1ccccc1Cl)NCCCNC(=O)c1ccncc1
41	O=C(O)CC/C(=N/NC(=O)CNC(=O)C(c1ccccc1)c1ccccc1)c1ccccc1
Screen / compound no. | 37 | 38 | 39 | 40 | 41
KAT2A inh | -1% | -3% | -13% | -5% | -2%
TDP1 cell CPT | -10% | 0% | ? | -2% | 1%
FEN1 inh | -4% | -7% | -6% | 12% | -1%

Grouped by structure: the entries above containing fluorine
12	Cc1nn(Cc2cccc(F)c2)c(C)c1NC(=O)c1c(Cl)cnn1C
17	CCOC(=O)C(NC(=O)CC)(Nc1ccccc1OC)C(F)(F)F (configuration not stated)
25	NC(=O)COC(=O)c1cc(=O)[nH]c2ccc(S(=O)(=O)Nc3ccc(F)cc3)cc12
29	CCOC(=O)C1CCCN(C(=O)Cn2ncc3c4ccccc4n(Cc4ccc(F)cc4)c3c2=O)C1 (configuration not stated)
30	COCCNC(=O)C1Nc2ccc(C(F)(F)F)cc2C2C=CCC12 (configuration not stated)
Screen / compound no. | 12 | 17 | 25 | 29 | 30
KAT2A inh | 1% | -3% | -6% | -8% | ·
TDP1 cell CPT | -28% | -24% | 2% | 23µM* | -32%
FEN1 inh | -6% | 12% | -2% | -2% | -1%

Screening data from PubChem BioAssay.
